High-throughput results: PubChem, National Center for Advancing Translational Sciences (NCATS)
USP2a block: blocks human ubiquitin-specific protease USP2a; O75604; Potency, µM (series often up to 38.3 µM), for inactives: at the highest dose activity change, negative = inhibition, most hits filed as inhibitors; 330,000 compounds, 0.01% hits; AID 463254; USP2 core, Ub-CHOP2 coupled fluorogenic reporter, 485/531;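 also: potency is read from the fitted curve at half-maximal effect; plate controls were DMSO wells for no effect and full inhibition by NEM control for full effect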
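Cell-free coupled assay: 10nM USP2 core preincubated 30min RT with compound in Tris-HCl pH 8.0/CaCl2/CHAPS buffer, then 25nM Ub-CHOP2 and 25nM reporter substrate; fluorescence (Ex 485/Em 531) read after 60min RT, normalized to NEM inhibition, concentration-response curves fitted.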
Eya2 phos inh: blocks the phosphatase activity of human Eya2; O00167; recombinant Eya2, OMFP fluorescence dephosphorylation (OMFP is methylfluorescein phosphate); Potency, µM (series often up to 76.9 µM), without a hit: at the highest dose activity, negative = inhibition, most hits filed as inhibitors; 330,000 compounds, 0.006% hits; AID 488837; also: potency is read from the fitted curve at half-maximal effect
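Eya2 protein (added as 0.2 uM solution) was preincubated with compound for 10 min at ambient temperature in 50 mM HEPES pH 7.5, 50 mM NaCl, 5 uM MgCl2, 0.05% BSA, 1 mM DTT. OMFP (added at 50 uM) then reacted 10 min; fluorescence read at 485/525 nm.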
Giardia killer: Giardia lamblia killing. 340,000 compounds, 0.15% hits. AID 540267. activity change, % at 7.66 µM, hits read low. Giardia lamblia trophozoite viability; in the data active = activity change below about -80%; inconclusive = between about -30% and that limit;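 also: parasites exposed to compound for two days anaerobically before the ATP read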
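Luminescence from cellular ATP indicates surviving trophozoites (100 cells/well) following 48 hrs anaerobic compound treatment at 37 deg C; signal develops 15-30 min at room temperature.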
B2AR arrestin: beta2AR (human) beta-arrestin recruitment activity; 330,000 compounds, 0.02% hits; AID 492947; Potency, µM (doses to about 46.1 µM), inactives show at the highest dose activation, hits mostly activators; beta-arrestin recruitment to beta2AR, cell-based reporter; P07550;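 also: potency is read from the fitted curve at half-maximal effect; 0% = DMSO controls and full agonism = EC100 isoproterenol or metaproterenol; nearly all actives have a fitted effect of over 65% in size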
Coupling enz: coupling enzyme interference in Giardia aldolase counter-screen; coupling enzyme system counterscreen, AmpLite Red fluorescence; activity change, negative = inhibition, % at 58.2 µM, hits read low; 290,000 compounds, 0.67% hits; in the data active = activity change below about -30%
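Coupling enzymes only (glyceraldehyde-3-phosphate) + compound, at 57.5 uM final, 10 min RT; add substrate/coupling/AmpLite Red mix, 20 min RT; fluorescence ex 525/em 598 nm. Actives flag coupling-system interference.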
PKM2 activator: activators of human pyruvate kinase M2 | purified PKM2, Kinase-Glo ATP luminescence, activation; response scale: 0% is enzyme alone, no compound | Potency, µM (series often up to 57.5 µM), without a hit: at the top dose activation, most hits filed as activators | 260,000 compounds, 0.34% hits; also: potency is read from the fitted curve at half-maximal effect; nearly all actives have a fitted effect of over 55% in size
Target sequence (P14618 whole entry, looked up): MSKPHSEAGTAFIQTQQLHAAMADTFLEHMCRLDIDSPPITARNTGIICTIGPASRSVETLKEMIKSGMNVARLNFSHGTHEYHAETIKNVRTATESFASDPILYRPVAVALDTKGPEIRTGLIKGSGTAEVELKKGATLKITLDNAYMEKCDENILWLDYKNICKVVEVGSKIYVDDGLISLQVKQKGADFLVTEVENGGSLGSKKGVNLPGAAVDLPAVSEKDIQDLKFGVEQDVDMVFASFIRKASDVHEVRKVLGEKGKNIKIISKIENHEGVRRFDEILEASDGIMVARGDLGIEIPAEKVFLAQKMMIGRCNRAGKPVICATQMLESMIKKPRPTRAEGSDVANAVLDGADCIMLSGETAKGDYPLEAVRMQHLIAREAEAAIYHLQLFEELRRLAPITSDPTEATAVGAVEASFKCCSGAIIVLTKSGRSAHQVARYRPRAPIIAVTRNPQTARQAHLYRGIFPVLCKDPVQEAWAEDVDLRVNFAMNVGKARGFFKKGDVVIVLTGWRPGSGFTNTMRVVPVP
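Purified hPK-M2 (>95%) run at intermediate activity with 0.1 mM ADP and 0.5 mM PEP in 50 mM imidazole pH 7.2, KCl, MgCl2; 1 h room temperature. ATP formed read by Kinase-Glo luminescence; normalized to uninhibited and no-enzyme controls.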
uPA generation: blocks generation of uPA at the cell surface; cell surface uPA generation assay, qHTS; Potency, µM (top dose mostly 38.3 µM), for inactives: at the highest dose activity change, negative = inhibition, hits mostly inhibitors; 330,000 compounds, 0.31% hits; AID 540303; active = well fitted inhibition curve with a large enough effect; inconclusive = small, poorly fitted or top-dose-only effect; inactive = no such curve, though single readings can be large or run the other way; tested in mouse RAW 264.7 cells; also: potency is read from the fitted curve at half-maximal effect; nearly all actives have a fitted effect of over 55% in size
hERG WT inh: blocks the wildtype human KCNH2 potassium channel | Q12809 | 340,000 compounds, 0.37% hits | U2OS, BacMam KCNH2, thallium flux FluxOr; active compounds read low | activity change, % at 1.84 µM;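 active = maximum activity change below -70%; inconclusive = maximum activity change between -70% and -50%; inactive = maximum activity change above -50%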
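U2OS cells were transduced with wild-type KCNH2 virus (2.03 x 10^8 / mL) for 4 h at room temperature, then cultured overnight at 37 C. Thallium flux was read with FluxOr dye. Rate constants were normalized to DMSO controls.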
KCNH2 3.1 block: KCNH2 3.1 (human) potassium channel inhibition. activity change, % (tested at about 1.8 µM). 340,000 compounds, 0.95% hits. AID 720553. U2OS KCNH2 3.1, thallium flux FluxOr; active compounds read low;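 active = maximum activity change below -70%; inconclusive = maximum activity change from -70% to -50%; inactive = maximum activity change above -50%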;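 also: thallium influx rate constant from kinetic fluorescence after stimulation buffer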
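We transduce U2OS cells with the mutant 3.1 virus, culture them overnight, load FluxOr with Red40 quencher for 45 min, then add stimulation buffer and read kinetically for 2 min to derive a normalized rate constant.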
BCR signal inh: blocks chronic active B-cell receptor signaling | 340,000 compounds, 0.05% hits | ABC-DLBCL IkBa-CBG/CBR reporter, luminescence ratio, 4 h | Potency, µM (series often up to 46.1 µM), for the others: top-dose ratio change, negative = lower green/red ratio, most hits filed as inhibitors; active = well fitted inhibition curve with a large enough effect in the signal ratio, with a control signal flat, not every such curve was filed as active; inconclusive = small, poorly fitted or top-dose-only effect, or effect the other way, or a change in a side signal; the % refers to the signal ratio;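 also: potency is read from the fitted curve at half-maximal effect; plate controls were basal doxycycline-induced cells for no effect and cells given 10 µM MG132 for full effect; MG132 reads +100%, hits lower the ratio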
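Concentration-response series (up to 46 uM) were applied to TMD8 dual-reporter cells for 4 h at 37C with doxycycline. Green/red ratio, after filter-overlap correction, defined %Activity; red signal alone was normalised to basal cells and zero luminescence.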
GALK inh: blocks human galactokinase activity; Potency, µM (series often up to 57.5 µM), without a hit: at the highest dose activity change, negative = inhibition, usual class: inhibitors; Purified GALK, Kinase-Glo residual ATP luminescence; 270,000 compounds, 0.007% hits; AID 1868; P51570; also: potency is read from the fitted curve at half-maximal effect
Target sequence (P51570 whole entry, looked up): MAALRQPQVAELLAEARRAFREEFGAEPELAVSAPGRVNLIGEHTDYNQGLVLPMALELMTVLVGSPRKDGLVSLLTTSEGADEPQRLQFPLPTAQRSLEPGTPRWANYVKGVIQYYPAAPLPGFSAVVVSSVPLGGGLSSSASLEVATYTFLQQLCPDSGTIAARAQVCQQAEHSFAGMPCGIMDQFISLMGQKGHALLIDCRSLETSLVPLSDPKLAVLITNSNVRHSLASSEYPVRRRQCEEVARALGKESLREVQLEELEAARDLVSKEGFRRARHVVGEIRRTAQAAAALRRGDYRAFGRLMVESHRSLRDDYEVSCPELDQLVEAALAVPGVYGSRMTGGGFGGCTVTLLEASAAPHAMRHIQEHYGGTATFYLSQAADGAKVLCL
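GALK at 5 nM final was combined with compound, 35 uM ATP and 100 uM galactose in HEPES pH8.0 with MgCl2 and DTT. The reaction ran one hour at room temperature before luminescent ATP detection.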
Active calls of the source: *; ? = inconclusive; · = no result given; & = joins results of further samples; [ ] = remark or other dose. Unless noted, calls follow the shape of the dose curve; as a rule, active = well fitted curve in the direction sought with a large enough effect; inconclusive = small, poorly fitted or top-dose-only effect, or another doubt; inactive = no such curve, though single readings can be large; an effect the other way counts as inactive or inconclusive. Unless noted, % is scaled to controls: 0 for no effect and ±100 for the full control effect.

SMILES	USP2a block	Eya2 phos inh	Giardia killer	B2AR arrestin	Coupling enz	PKM2 activator	uPA generation	hERG WT inh	KCNH2 3.1 block	BCR signal inh	GALK inh
O=[N+]([O-])c1cc(S(=O)(=O)C(F)(F)F)ccc1NCC1CCCO1 (configuration not stated)	1%	2%	7	-0.8%	0	·	4%	-9	-9	16%	-2%
CCOC(=O)c1oc2ccccc2c1NC(=O)COC	1%	-11%	32[activator]	-0.2%	-3	-14%	-30%	-6	7	2%	0%
COc1ccc(/C=C2\SC(=S)NC2=O)cc1OS(=O)(=O)c1ccc(NC(C)=O)cc1	1%	2%	19	-0.1%	-1	-6%	6%	-2	-5	17%	-17%
CCOC(=O)c1c(N2C(=O)Nc3ccccc3N2O)sc2c1CCCC2	0%	-10%	9	-0.4%	14	-2%	1%	-10	-10	6%	0%
O=C(Nc1cccc(C(=O)N2CCCc3ccccc32)c1)c1ccccc1	3%	-5%	8	-0.9%	-4	0%	-11%	-2	-7	-5%	2%
CC(C)C(NS(=O)(=O)c1cccc(C(F)(F)F)c1)C(=O)N1CCc2ccccc2C1 (configuration not stated)	0%	-24%	-20	-0.6%	6	·	1%	-4	10	?	5%
CC(C)c1[nH]nc2c1C(c1cccc(OC(=O)N3CCOCC3)c1)C(C#N)=C(N)O2 (configuration not stated)	1%	4%	0	-0.5%	-2	-6%	-1%	-4	-9	2%	0%
CC(C)c1ccc(NC2CCCN(C(=O)CN3CCOC3=O)C2)cc1 (configuration not stated)	-1%	3%	21	-0.2%	·	-3%	1%	3	-1	1%	-1%
COC(=O)C1=C(C)N(c2ccc(OC)c(OC)c2)C(=O)/C1=C\c1cccs1	13%	4%	-1	-0.7%	3	1%	4%	1	3	-1%	0%
Cn1c(COc2ccc(Cl)cc2Cl)nnc1SCC(=O)NCC1CCCO1 (configuration not stated)	-2%	-8%	-5	0.1%	1	·	·	-13	0	0%	-2%
CN(CC(=O)Nc1c(Cl)cccc1Cl)C(=O)CNC(=O)c1ccc2c(c1)OCO2	-1%	-26%	1	-0.1%	·	·	2%	-27	7	-5%	·
Cc1ccc(CCNC(=O)C2CCC(=O)N2CCc2ccccc2)cc1 (configuration not stated)	4%	5%	-21	-0.4%	1	·	1%	-6	13	?	-7%
Cc1cccc(N2C(=O)CC(c3ccc(F)cc3)C3=C2COC3=O)c1 (configuration not stated)	0%	-12%	6	0.0%	4	·	-1%	-15	1	0%&5%	8%
CCCN1C(=O)c2ccccc2NC1c1cc(OC)c(OC)c(OC)c1 (configuration not stated)	4%	-1%	1	-0.1%	1	-2%	0%	4	5	-2%	2%
COC(=O)c1c(S(=O)(=O)N2CCOCC2)c(C)n(C)c1C	2%	-1%	27	0.1%	·	-9%	-15%	-1	6	-1%	-3%
c1ccc(-c2cc(N3CCOCC3)nc(-c3ccccc3)n2)cc1	4%	3%	13	-0.1%	2	1%	3%	19	9	-1%	4%
COc1ccccc1CCNC(=O)C(=O)c1cn(CC(=O)N2CCCC2)c2ccccc12	2%	-6%	3	-0.8%	-5	-1%	2%	-4	-16	?	4%
O=C(CSc1nnc(C2COc3ccccc3O2)o1)N1CCCCC1 (configuration not stated)	0%	1%	-15	-0.6%	0	1%	6%	3	6	17%	3%
O=C(Nc1nccs1)C1CC(=O)N(Cc2ccco2)C1 (configuration not stated)	-2%	-3%	-3	0.3%	-2	-1%	3%	-8	8	?	4%
CCC(=O)c1ccc(OC(=O)C2CCN(C3=NS(=O)(=O)c4ccccc43)CC2)cc1	0%	6%	17	0.3%	·	·	3%	10	5	0%	·

Part of the list above in order of molecular weight, largest number first.
SMILES	USP2a block	Eya2 phos inh	Giardia killer	B2AR arrestin	Coupling enz	PKM2 activator	uPA generation	hERG WT inh	KCNH2 3.1 block	BCR signal inh	GALK inh
Cn1c(COc2ccc(Cl)cc2Cl)nnc1SCC(=O)NCC1CCCO1 (configuration not stated)	-2%	-8%	-5	0.1%	1	·	·	-13	0	0%	-2%
COC(=O)C1=C(C)N(c2ccc(OC)c(OC)c2)C(=O)/C1=C\c1cccs1	13%	4%	-1	-0.7%	3	1%	4%	1	3	-1%	0%
CC(C)c1ccc(NC2CCCN(C(=O)CN3CCOC3=O)C2)cc1 (configuration not stated)	-1%	3%	21	-0.2%	·	-3%	1%	3	-1	1%	-1%

Look-ups from above:
CC(C)c1ccc(NC2CCCN(C(=O)CN3CCOC3=O)C2)cc1 (configuration not stated) | B2AR arrestin = -0.2%
Cc1cccc(N2C(=O)CC(c3ccc(F)cc3)C3=C2COC3=O)c1 (configuration not stated) | Giardia killer = 6
CCOC(=O)c1c(N2C(=O)Nc3ccccc3N2O)sc2c1CCCC2 | BCR signal inh = 6%
COc1ccccc1CCNC(=O)C(=O)c1cn(CC(=O)N2CCCC2)c2ccccc12 | USP2a block = 2%
COC(=O)c1c(S(=O)(=O)N2CCOCC2)c(C)n(C)c1C | GALK inh = -3%

(list continues)
SMILES	USP2a block	Eya2 phos inh	Giardia killer	B2AR arrestin	Coupling enz	PKM2 activator	uPA generation	hERG WT inh	KCNH2 3.1 block	BCR signal inh	GALK inh
Cc1cccc2cc(C(c3nnnn3C3CCCC3)N3CCOCC3)c(=O)[nH]c12 (configuration not stated)	2%	23%	14	-0.7%	9	-1%	-3%	2	-2	2%	6%
NS(=O)(=O)c1ccccc1NC(=O)c1c(O)c2ccccc2[nH]c1=O	0%	3%	-6	-0.3%	0	·	-12%	8	4	?	1%
COc1cc([N+](=O)[O-])ccc1NC(=O)COC(=O)c1ccc(NC(N)=O)cc1	8%	-7%	5	0.0%	0	?	3%	2	-6	?	-1%
CCOc1ccc(CN2CCN(Cc3cccn3-c3nccs3)CC2CCO)cc1 (configuration not stated)	2%	6%	-10	-0.9%	2	0%	-2%	-134*	-113*	-2%	-4%
CCC(C)[C@@H](N)C(=O)N/N=C/c1ccc2ncccc2c1 (some centres not stated)	1%	1%	-8	6.3%	4	1%	0%	-4	8	?	·
C[C@]12c3[nH]c4cc(-c5ccco5)ccc4c3CCN1C(=O)[C@@H](CC(=O)NCCc1ccccn1)C[C@@H]2C(=O)N1CCOCC1	-2%	3%	12	0.1%	·	·	-7%	1	-8	0%	·
FC(F)(F)c1cccc(Sc2cc(C(F)(F)F)nc(-c3ccccn3)n2)c1	1%	10%	-14	0.0%	1	-3%	-1%	18	13	?	4%
CCOc1ccc(C(=O)CCC(=O)O)cc1	1%	5%	2	-0.2%	4	-5%	·	4	7	14%	-3%
CCCOc1cccc(-c2cc(C(=O)NNC(=S)NCC)c3ccccc3n2)c1	-11%	1%	?	0.3%	-3	-12%	·	5	-19	?	-2%
Cc1ccc(CS(=O)Cc2ccc(C(=O)NCc3ccc4c(c3)OCO4)o2)cc1 (configuration not stated)	4%	11%	-12	0.1%	7	·	0%	-1	-2	6%	-2%
COc1ccccc1N1CCN(C(=O)c2ccc3c(c2)CCN3S(C)(=O)=O)CC1	-5%	3%	-11	0.3%	·	·	7%	-8	-14	0%	-3%
CCc1sc(C(=O)NC2CCN(C)CC2)cc1Br	0%	-5%	-16	-0.1%	2	-3%	-6%	2	-2	?	-1%
Cc1c(C)c2cc(Cl)c(OCc3nn[nH]n3)cc2oc1=O	0%	7%	-7	3.8%	5	28µM*	0%	-8	8	7%	2%
Cc1ccc(-n2nc3c(c2NC(=O)c2ccc4c(c2)OCO4)CS(=O)C3)cc1 (configuration not stated)	-3%	5%	8	-0.4%	0	-10%	2%	-10	2	0%	0%
CCNC(=O)c1sccc1-n1cccc1	2%	-5%	14	-0.2%	2	5%	-3%	-7	-16	8%	1%
C=CCSc1ncc(C#N)c(N)n1	0%	-4%	-1	0.1%	4	1%	·	-18	27	7%	0%
CC(=O)c1cc(CN2CCCCC2)cc(OC(C)C)c1	3%	1%	-11	2.8%	2	1%	?	·	8	-3%	·
COc1cc2c(cc1OC)C(C)N(C(=O)c1cccs1)CC2 (configuration not stated)	1%	6%	-15	0.1%	2	-5%	-8%	1	7	-11%	3%
C[C@@H]1NC(=O)[C@H](CCCN=C(N)N)NC(=O)c2cc([N+](=O)[O-])cc(I)c2OCC[C@@H](C(=O)NC(CC(=O)O)C(N)=O)NC1=O (some centres not stated)	4%	6%	·	-0.4%	1	3%	·	·	·	3%	·
CCOc1ccc(-c2nc(CCl)cs2)cc1OC	1%	9%	6	0.0%	-1	3%	·	-5	5	-3%	-2%

This is a random part of the collection; about 2.4% have a hit in one of these screens.
